Bioassay records from PubChem.
Pemphigus Ab inh = inhibitors of pemphigus antibody binding to DSG3, primary screen, biochemical, bead-based, flow cytometry, scFv-GFP; binding (percent of control), % at 10 µM; 310,000 tested, 0.48% active; DSG3-coupled beads, scFv-anti-DSG3-GFP binding; hits give low values;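 active means binding more than 3 SD below its plate's average and above zero; inconclusive means below that plate limit but binding exactly zero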;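 further: hits lower antibody fragment binding to DSG3; some compounds called inactive have numbers as strong as hits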
PfHsp90 set2 = growth inhibition of PfHsp90-expressing yeast, primary screen, antimalarial PfHsp90 inhibitor project, S. cerevisiae, BacTiter-Glo luminescence, single point, set 2. 310,000 tested, 0.32% active. AID 504621, 2011. BacTiter-Glo ATP, 48 h; yeast lacking PDR1 and PDR3 efflux regulators. inhibition, % at 9.4 µM;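 active means every replicate shows inhibition above about 80%, whatever the replicate mean, limit read from the data; inconclusive means mean inhibition reaches the set limit but some replicate falls short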;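 further: 0% = DMSO neutral controls and 100% = 20 µM radicicol positive controls; yeast relying on Plasmodium falciparum Hsp90 in place of its own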
AddAB inh = growth inhibition of E. coli expressing H. pylori AddAB, primary screen, AddAB inhibitor project, absorbance; AID 435030, 2010; inhibition, % at 11.9 µM; 330,000 tested, 0.29% active; in the data active means inhibition above about 12%;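 further: 0% = vehicle wells of infected cells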
MOR-DOR ag = agonists of OPRM1-OPRD1 heterodimerization, primary screen, cell-based, luminescence. Mu-type opioid receptor (Homo sapiens) + Delta-type opioid receptor (Homo sapiens), …. cells. activation, % at 9.3 µM. 340,000 tested, 0.3% active; in the data active means activation above about 18%;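 further: 0% = vehicle-treated cells and 100% = reference agonist; values of inactives mirror those of a sister screen read the other way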
Target sequence (P35372 whole entry, looked up): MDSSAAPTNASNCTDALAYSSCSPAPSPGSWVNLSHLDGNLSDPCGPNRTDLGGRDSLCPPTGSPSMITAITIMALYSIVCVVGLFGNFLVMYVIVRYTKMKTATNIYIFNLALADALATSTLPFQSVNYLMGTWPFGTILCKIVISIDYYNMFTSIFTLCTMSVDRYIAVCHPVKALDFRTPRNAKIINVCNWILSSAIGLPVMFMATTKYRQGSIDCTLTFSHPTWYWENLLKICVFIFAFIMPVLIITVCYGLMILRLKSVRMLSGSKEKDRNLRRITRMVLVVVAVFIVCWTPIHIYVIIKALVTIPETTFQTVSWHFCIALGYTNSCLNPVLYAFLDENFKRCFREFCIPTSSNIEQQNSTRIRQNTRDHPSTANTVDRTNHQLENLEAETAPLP
Target sequence (P41143 whole entry, looked up): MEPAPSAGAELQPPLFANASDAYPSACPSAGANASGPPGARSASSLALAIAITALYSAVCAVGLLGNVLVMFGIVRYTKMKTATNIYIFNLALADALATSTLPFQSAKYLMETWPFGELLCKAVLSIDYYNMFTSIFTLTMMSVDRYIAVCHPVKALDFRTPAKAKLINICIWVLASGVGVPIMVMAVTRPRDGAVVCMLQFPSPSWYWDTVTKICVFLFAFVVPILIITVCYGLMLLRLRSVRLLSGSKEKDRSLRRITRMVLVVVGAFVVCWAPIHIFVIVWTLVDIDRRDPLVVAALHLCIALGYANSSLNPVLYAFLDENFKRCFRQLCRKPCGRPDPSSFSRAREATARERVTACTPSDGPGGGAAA
MOR-DOR inv ag = inverse agonists of MOR-DOR heterodimerization, primary screen, cell-based, luminescence | cell-based MOR-DOR heterodimer luminescence, inverse agonism | Mu-type opioid receptor (Homo sapiens) + Delta-type opioid receptor (Homo sapiens), … | AID 504357, 2011 | 340,000 tested, 0.21% active | inhibition, % at 9.3 µM; in the data active means inhibition above about 22%, passing the limit was not always enough;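 further: 0% = cells with DMSO and 100% = wells without cells with DMSO; values of inactives mirror those of a sister screen read the other way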
phage Ecoli inh = growth loss of phage-infected E. coli, primary screen, RecBCD inhibitor project, absorbance, with phage, HTS; AID 651602, 2012; inhibition, % at 11.9 µM; 360,000 tested, 0.26% active; in the data active means inhibition above about 11%
Arrestin-AP2 inh = inhibitors of beta-arrestin/AP2 binding, primary screen, biochemical, GPCR trafficking, flow cytometry; inhibition, % at 10 µM; FITC-arrestin peptide / GST-AP2 beads; AP2 beta2 appendage carries R879A mutation; 340,000 tested, 0.31% active; beta-arrestin 1 C-terminal peptide binding to AP2 beta2-adaptin appendage (human);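 active means inhibition above a set limit, near 3 SD of compounds lacking own fluorescence, cut at about 54% in these data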;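 further: plate controls were DMSO wells for no effect and 5 µM unlabelled arrestin peptide for full effect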
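Assay system: GST-AP2 R879A bound to glutathione beads, E. coli-expressed; Medium: PBS with 0.05% Tween 20 and 0.1% BSA; Also added: fluorescein-tagged arrestin peptide at 50 nM final; Timing: 12 min plus 1 h, RT; Measured by: flow cytometry, FL1 (488/535 nm); Evaluation: percent drop in bead-associated FITC signal.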
PKA-R1A act = activators of PKA-R1A holoenzyme, primary screen, biochemical, fluorescence polarization, Cy5-IP20, bovine R1A, mouse PKAc; cAMP-dependent protein kinase type I-alpha regulatory subunit (Bos taurus) + …; PKA-R1A dissociation; scaled: DMSO 0%, 113 µM cGMP 100%; activation, % at 11.4 µM; 340,000 tested, 0.083% active; AID 504707, 2011;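 active means percent activation above the mean of all tested compounds plus 3 SD, cut at about 19% in these data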;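 further: higher means more PKAc released from R1A so a rise in polarization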
Ecoli viability = E. coli V3065 growth inhibition, primary screen, counter-screen for AddAB inhibitor project, absorbance, OD600 | 330,000 tested, 0.27% active | AID 449728, 2010 | inhibition, % at 11.9 µM | 18 h;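 active means inhibition above the campaign's mean inhibition across all tested compounds plus 3 SD, cut at about 9.9% in these data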;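 further: uninfected addAB+ strain grown without phage in ampicillin broth; 0% = DMSO wells and 100% = ciprofloxacin 0.95 µg/ml wells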
Mot1-301 SUMO = yeast Mot1-301 growth rescue at high temperature, primary screen, SUMOylation pathway inhibitor project, S. cerevisiae, ATP luminescence, 38.5C. S. cerevisiae Mot1-301 growth rescue; percent above DMSO median, 100 means doubled. growth rescue, % at 18.8 µM. 320,000 tested, 1% active;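 active means every valid replicate shows activation above 250% relative to neutral control wells; inactive means the rest, any valid replicate at or below 250%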;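 further: OY570 slx delta 5 strain wells were the positive control but not used for scaling; some compounds called inactive have numbers as strong as hits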
Tat export inh = E. coli Tat export inhibitors, primary screen, MC4100, TorA-mCherry reporter, fluorescence, single point; inhibition, % at 10 µM; 340,000 tested, 0.036% active;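 active means mean replicate inhibition at least 50% and at least half of replicates individually reaching 50%; inconclusive means only one of the two criteria met; inactive means neither criterion met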;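 further: exported cargo escapes ClpAP degradation while cytoplasmic cargo is degraded and loses fluorescence; 0% = median of neutral control wells and 100% = median of NaSCN control wells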
* = called active by the depositor; ? = inconclusive; · = not tested or not shown. Outcome played no part in choosing rows. About 2.8% of those tested had a hit in this group.

SMILES	Pemphigus Ab inh	PfHsp90 set2	AddAB inh	MOR-DOR ag	MOR-DOR inv ag	phage Ecoli inh	Arrestin-AP2 inh	PKA-R1A act	Ecoli viability	Mot1-301 SUMO	Tat export inh
O=C(Nc1ccc(CN2CCOCC2)cc1)c1ccc(-c2ccc(Cl)cc2Cl)o1	104	29	-0.5	7.5	-37	-1.3	7	-5	-3.3	-10	4
O=C(CN1c2cccc3cccc(c23)S1(=O)=O)N1CCN(c2ccc(F)cc2)CC1	93	7	0.8	1.6	-7	1.2	-6	-12	1.4	50	2
Cc1cccc(C(=O)NCC(=O)N2CCN(c3ccccn3)CC2)c1	94	·	0.8	-2.2	10	1.5	13	-7	-0.6	9	-8
COc1ccc2[nH]cc(CCN3C(=O)CCC3=O)c2c1	99	4	2.1	-1.6	8	3.9	2	-9	0.3	-7	7
CCOc1ccc(OCC)c(NC(=O)C2CCCN(c3ncccn3)C2)c1 (centres undefined)	104	4	0.8	-2.1	12	1.8	25	-7	-4.2	-18	8
Cc1cc(Nc2ncc(Cl)cc2Cl)n[nH]1	106	·	-2.4	2.2	-13	1.7	7	-7	-5.4	-18	15
COCCC(=O)N1CCC(Oc2ccc(C(=O)NCCc3cn[nH]c3)cc2)CC1	97	1	5.0	-0.5	3	4.0	-5	-2	1.6	3	-4
C[C@H](CO)N1C[C@H](C)[C@@H](CN(C)C(=O)Nc2ccc(C(F)(F)F)cc2)Oc2ccc(NC(=O)CCC(F)(F)F)cc2C1=O	103	17	0.8	-2.0	11	0.8	19	-13	-0.1	-4	4
Cc1cccn2c(=O)c3cc(C(=O)N4CCN(Cc5ccccc5)CC4)sc3nc12	95	-21	-1.1	-2.2	9	3.5	-3	-13	-1.4	-12	-4
O=C(NC1CCCC1)C(c1ccccc1)N(Cc1ccc(F)cc1)C(=O)c1csnn1 (centres undefined)	·	-1	3.4	3.0	-19	0.1	9	2	0.1	-17	-3
CCC(C)C(NS(=O)(=O)c1ccc(C)cc1)C(=O)NCCCN1CCOCC1 (centres undefined)	97	1	3.2	-2.7	13	0.9	29	-3	-1.2	-2	1
O=C1c2ccc(-c3ccc(F)cc3OCc3ccccc3)cc2S(=O)(=O)c2cccc(C(=O)N3CCN(c4ncc(Br)cn4)CC3)c21	89*	-1	1.1	-2.0	11	0.3	3	1	0.3	-12	0
COc1ccc(NC(=S)N(CCO)Cc2cc3c(C)cc(C)cc3[nH]c2=O)cc1	99	17	1.1	-0.9	5	2.7	35	2	4.3	-4	-9
O=[N+]([O-])c1ccc(N2CCN(CCOCCO)CC2)c([N+](=O)[O-])c1	92	-6	1.0	-3.1	16	2.0	35	-11	2.9	4	3
CCC1=NC(c2ccccc2Cl)N(O)C1(C)C (centres undefined)	104	14	0.9	-4.1	23	2.1	12	4	-1.4	3	-10
CC1(NC(=O)CCc2nc3ccccc3c(=O)[nH]2)CCS(=O)(=O)C1 (centres undefined)	105	-4	2.7	-5.8	19	1.7	0	-6	1.0	79	-6
COCc1c(C(=O)N/N=C\c2cccs2)nnn1-c1nonc1N	103	0	1.5	1.0	-9	2.8	1	4	0.6	2	-1
CCOC(=O)C1(Cc2cccc(OC)c2)CCN(Cc2ccc(OC)c(O)c2)CC1	100	-21	3.5	2.8	-14	1.7	0	0	-0.5	11	-8
COc1ccc(OCc2nnc(SCC(=O)Nc3ccccc3C#N)o2)cc1	110	-7	3.9	-3.4	18	-0.9	2	-6	-0.5	109	2
CCOc1cc(CNCc2cc(OC)cc(OC)c2)ccc1OC	116	-6	0.0	0.1	0	2.6	1	2	-0.1	13	-1
O=C1c2ccsc2SCCN1Cc1ccc(Cl)cc1Cl	105	·	3.5	1.2	-6	1.7	20	-6	4.0	16	-14
O=C(COC(=O)c1cc([N+](=O)[O-])ccc1NCc1ccccc1)NC1CCCc2ccccc21 (centres undefined)	96	-4	-0.5	-1.6	10	3.6	26	9	-0.9	3	-10
CC(=O)Nc1cccc(C(=O)OCC(=O)NC2CCCCCCC2)c1	·	0	-0.8	-0.9	3	3.0	-2	-12	0.3	0	21
O=C(Cn1cc([N+](=O)[O-])ccc1=O)NCC1COc2ccccc2O1 (centres undefined)	104	·	1.8	-2.1	8	-0.3	-7	4	-1.5	·	0
Cc1noc(C)c1COc1ccc(C(=O)OC(C)C(=O)Nc2ccc(S(=O)(=O)N3CCOCC3)cc2)cc1 (centres undefined)	·	20	4.3	-2.6	13	2.3	2	5	1.0	-5	-5
Next part.
SMILES	Pemphigus Ab inh	PfHsp90 set2	AddAB inh	MOR-DOR ag	MOR-DOR inv ag	phage Ecoli inh	Arrestin-AP2 inh	PKA-R1A act	Ecoli viability	Mot1-301 SUMO	Tat export inh
Cc1cc(C)nc(NC(=O)c2c(-c3ccccc3Cl)noc2C)n1	100	·	1.5	-1.9	11	2.4	4	-9	-1.3	1	-10
Cc1ccc(NC(=O)c2ncn(CCCNCC(C)c3ccccc3)n2)cc1C (centres undefined)	100	-23	·	9.9	-46	3.0	5	3	·	·	5
COc1ccc(CCC(=O)NCC(c2ccco2)N2CCc3ccccc32)cc1 (centres undefined)	·	·	2.0	-0.7	5	2.9	3	-11	0.2	1	18
O=C(Nc1nnc(-c2cccs2)o1)c1ccco1	107	2	2.6	-0.1	1	0.3	-2	-2	1.6	3	-3
COc1ccc(/C(C)=N/NC(=O)c2nnn(-c3nonc3N)c2CN(C)c2ccccc2)cc1	·	8	1.1	-0.2	1	-0.7	0	-5	-2.0	7	-2
CC(=O)c1ccc(NC(=O)c2ccc(COc3ccccc3[N+](=O)[O-])o2)cc1	93	-6	3.1	0.2	-1	4.8	7	-7	0.2	-13	-4
COc1ccccc1OCC(=O)NNC(=S)NC(=O)c1ccco1	·	-15	-3.4	-4.3	18	-5.1	-16	-2	-7.2	10	-1
COc1ccc(CN2CCNC(=O)C2CC(=O)N(C)C2CCOCC2)c(F)c1 (centres undefined)	104	14	1.1	-1.4	7	-1.0	-1	3	-0.1	-1	-6
CC(Oc1cccc(Cl)c1)C(=O)Nc1cc(S(=O)(=O)N2CCCCC2)ccc1N1CCOCC1 (centres undefined)	101	1	0.2	-1.8	12	6.2	5	-1	-1.2	57	5
COc1ccc2oc(C(F)(F)C(F)(F)F)cc(=O)c2c1	95	12	-0.3	1.5	-8	4.5	-1	-3	0.4	-11	-8
Cc1ccc(NC(=O)Cc2ccc(-c3ccccc3)cc2)nc1	104	-5	2.0	-4.8	25	2.3	-11	1	2.8	444	4
CCc1ccc2[nH]c(=O)c(C(c3nnnn3CCOC)N3CCN(c4ccccc4F)CC3)cc2c1 (centres undefined)	94	5	3.0	-0.3	1	2.4	-9	0	2.9	466	1
COC(=O)c1cc(C(=O)OC)cc(N2C(=O)CC(NNC(=O)c3ccccc3Cl)C2=O)c1 (centres undefined)	·	19	1.5	-1.9	11	3.0	-2	-4	-1.2	-11	4
C=CC[C@H](CC(=O)OC(C)(C)C)C(=O)OC[C@H]1CCCN1C(=O)[C@H](CC=C)CC(=O)N(CCO)Cc1ccccc1	108	-13	0.4	2.7	-15	2.4	·	-3	-0.8	7	22
O=C(CCc1nnc2ccc(NCc3ccccc3Cl)nn12)NC1CCCC1	·	-29	-0.5	-2.6	13	1.0	14	0	-2.2	-3	-7
CC(C)c1cc(C(=O)N/N=C/c2ccco2)n[nH]1	103	4	-0.2	-0.5	4	3.8	1	8	-2.1	-5	0
O=C(CN(Cc1ccc2c(c1)OCO2)C(=O)c1cnsn1)NC1CCCC1	113	-11	-0.2	-0.6	3	1.3	-7	-8	0.9	-4	6
O=C(CCC(=O)Nc1nnc(C2CCCCC2)s1)NCc1cccs1	104	-14	2.7	-1.5	8	2.2	5	5	1.8	-2	1
O=C(N/N=C/c1ccccc1OC(=O)N1CCOCC1)c1cccs1	97	10	3.9	-1.5	9	4.0	17	-3	-2.6	1	-2
O=c1c2ccccc2oc2cc(OCc3cccc(F)c3)cc(O)c12	101	-4	·	-1.3	6	-1.3	7	3	·	-20	-7
O=C(CSC1=NS(=O)(=O)c2cc(F)ccc2N1)NCc1ccccc1Cl	94	·	4.9	-1.3	7	1.2	-5	-6	-1.2	4	-1
O=[N+]([O-])c1ccc(N2CCCCC2)c(Cl)c1N1CCCCC1	97	14	2.1	-0.1	0	1.6	-5	0	0.1	-5	2
Cc1c(OCC(=O)NCCCN2CCOCC2)ccc2c1oc(=O)c1ccccc12	·	13	1.6	-1.3	7	1.2	11	5	1.2	2	?
NC(=O)C1CCCN(C(=O)c2ccc(NC(=O)c3cccs3)cc2)C1 (centres undefined)	100	10	0.9	-3.1	16	0.5	-16	-4	1.4	5	3
Cc1cc(C)c(S(=O)(=O)NCC(=O)NCc2ccccn2)c(C)c1	100	5	1.1	0.4	-2	1.3	-6	2	-0.1	1	1
Next compounds follow:
SMILES	Pemphigus Ab inh	PfHsp90 set2	AddAB inh	MOR-DOR ag	MOR-DOR inv ag	phage Ecoli inh	Arrestin-AP2 inh	PKA-R1A act	Ecoli viability	Mot1-301 SUMO	Tat export inh
CCOC(=O)/C=C/C(=O)Nc1ccc(Oc2ccccc2)cc1	128	·	4.5	4.8	-25	3.7	-5	-2	-2.0	27	-3
COc1ccc(OC)c(NC(=O)COC(=O)CCCN2C(=O)c3ccccc3C2=O)c1	100	1	1.3	-0.1	1	3.7	-1	-4	-2.7	0	2
COc1ccc(NC(=S)N2CCC(c3nc4ccccc4o3)CC2)c(OC)c1	106	-4	4.0	-2.0	10	4.0	14	6	2.4	-7	1
Cc1nc2ncnn2c(C)c1Cc1cccc(C(F)(F)F)c1	115	5	-0.5	-3.4	16	0.0	-1	-4	-0.8	-1	6
CC(C)C(=O)Nc1cccc(C(=O)Nc2nnc(C(C)(C)C)s2)c1	94	-4	3.1	0.4	-2	2.7	-5	1	0.4	-10	-5
CCc1ccc(NC(=O)COC(=O)CCCC2=NS(=O)(=O)c3ccccc3N2)cc1	103	-29	3.2	-0.4	2	2.9	-1	2	-1.3	2	-2
CCC1(c2ccccc2)SC(N)=NC1=O (centres undefined)	119	6	·	-2.6	13	-0.1	8	-7	·	·	11
